# Source: PubChem
# Eya2 inh: inhibitors of human Eya2 phosphatase activity; recombinant Eya2, OMFP fluorescence dephosphorylation (OMFP is methylfluorescein phosphate); AID 488837; 0.006% of 330,000 active; O00167; Potency, µM (top dose mostly 76.9 µM), for inactives: at the top dose activity, negative = inhibition, usual class: inhibitors; also: potency is read from the fitted curve at half-maximal effect; % is scaled to controls: 0 for no effect and ±100 for the full control effect
#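 Eya2 protein (added as 0.2 uM solution) was preincubated with compound for 10 min at ambient temperature in 50 mM HEPES pH 7.5, 50 mM NaCl, 5 uM MgCl2, 0.05% BSA, 1 mM DTT. OMFP (added at 50 uM) then reacted 10 min; fluorescence read at 485/525 nm.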
# Tb PFK block: blocks T. brucei phosphofructokinase | O15648 | T. brucei PFK, ADP-Glo luminescence | Potency, µM (titrated, usually from 57.5 µM), inactives show top-dose activity, negative = inhibition, most hits filed as inhibitors | 0.17% of 330,000 active;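 also: potency is read from the fitted curve at half-maximal effect; 0% = uninhibited 1x PFK enzyme wells and -100% = no-enzyme wells; nearly all actives have a fitted effect of over 60% in size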
#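 In TEA buffer at pH 8.0 with 5 mM MgCl2, enzyme (1.25 nM) converted F6P (0.5 mM) and ATP (0.1 mM) for 45 min at room temperature. ADP product was read by luciferase luminescence.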
# uPA surface inh: inhibitors of cell surface uPA generation | cell surface uPA generation assay, qHTS | 0.31% of 330,000 active | Potency, µM (doses to about 38.3 µM), for inactives: top-dose activity change, negative = inhibition, hits mostly inhibitors; active = well fitted inhibition curve with a large enough effect; inconclusive = small, poorly fitted or top-dose-only effect; inactive = no such curve, though single readings can be large or run the other way; tested in mouse RAW 264.7 cells; also: potency is read from the fitted curve at half-maximal effect; % is scaled to controls: 0 for no effect and ±100 for the full control effect; nearly all actives have a fitted effect of over 55% in size
# Mito fusion act: inhibitors of mitochondrial division or activators of mitochondrial fusion | S. cerevisiae fusion-defective mutant growth rescue, CellTiterGlo 48 h | Potency, µM (top dose mostly 46.1 µM), inactives show top-dose growth rescue (activation), most hits filed as activators | 0.23% of 320,000 active | AID 485298;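 also: potency is read from the fitted curve at half-maximal effect; % of control where 0% means no effect; nearly all actives have a fitted effect of over 45% in size; temperature-sensitive fusion mutants such as fzo1-1 at 37 °C on non-fermentable ethanol glycerol medium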
#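 Luminescent cell viability in 1536-well qHTS format served as the measure of rescued growth in ts fusion-mutant S. cerevisiae cultured on non-fermentable YPEG for 48 hours at 37C.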
# TCR activator: activates T cell receptor signaling | 330,000 tested, under 10 active | Potency, µM (highest dose often 9.22 µM), for the others: at the top dose activation of IL-2 secretion, actives largely listed as activators | AID 504894 | primary human leukocytes, anti-CD3, IL-2 HTRF, 48 h; also: % of control where 0% means no effect
#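 1) Mix primary human leukocytes, a-CD3 beads and compound. 2) Incubate 48 hr. 3) Add HTRF IL-2 reagents (a-IL-2-K, a-IL-2-d2).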
# TSG101-PTAP inh: blocks PTAP/TSG101 interaction to inhibit HIV-1 budding; Q99816; Fluorescence polarization, FITC-PTAP peptide / Tsg101 binding; Potency, µM (highest dose often 115 µM), without a hit: at the top dose activity change, negative = inhibition, usual class: inhibitors; 340,000 tested, under 10 active; AID 493005; active = well fitted inhibition curve with a large enough effect in the main read-out, with a control signal flat, not every such curve was filed as active; inconclusive = small, poorly fitted or top-dose-only effect, or effect the other way, or a change in a side signal; inactive = no such curve, though single readings can be large or run the other way; also: potency is read from the fitted curve at half-maximal effect; % of control where 0% means no effect
#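 FP read-out: FITC-PTAP peptide, 50 nM final, binding Tsg101 binding domain, 10 uM final; 20 min, r.t.; 10 mM HEPES pH 7.5, 0.15 M NaCl, 0.01% Tween 20, 3 mM EDTA, 0.1 mM TCEP.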
# ELG1 repair inh: blocks ELG1-dependent DNA repair in HEK293T cells; HEK293T ELG1-luciferase reporter, luminescence, 16 h; DNA damage induced by 5-fluorouridine; Potency, µM (top dose mostly 46.1 µM), inactives show at the highest dose activity change, negative = inhibition, actives largely listed as inhibitors; 2.3% of 330,000 active; AID 504467; also: potency is read from the fitted curve at half-maximal effect; % is scaled to controls: 0 for no effect and ±100 for the full control effect; nearly all actives have a fitted effect of over 55% in size
#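 5-Fluorouridine DNA damage + compound/DMSO, 2,000 cells/well, 16 h, 37 °C/5% CO2. ONE-Glo, 30 min RT, luminescence. Readout = decrease in reporter signal.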
# Chronic BCR inh: blocks chronic active B-cell receptor signaling. ABC-DLBCL IkBa-CBG/CBR reporter, luminescence ratio, 4 h. Potency, µM (doses to about 46.1 µM), for inactives: top-dose ratio change, negative = lower green/red ratio, usual class: inhibitors. 0.05% of 340,000 active; active = well fitted inhibition curve with a large enough effect in the signal ratio, with a control signal flat, not every such curve was filed as active; inconclusive = small, poorly fitted or top-dose-only effect, or effect the other way, or a change in a side signal; the % refers to the signal ratio;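 also: potency is read from the fitted curve at half-maximal effect; plate controls were basal doxycycline-induced cells for no effect and cells given 10 µM MG132 for full effect; MG132 reads +100%, hits lower the ratio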
#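 TMD8 human ABC-DLBCL cells with doxycycline-inducible IκBα–green luciferase fusion and unfused red luciferase, in 0.5% FBS medium; compounds up to 46 uM, 4 h at 37C. Green/red luminescence ratio, filter-overlap corrected, fitted to concentration-response curves.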
# USP2a inh: USP2a (human) protease inhibition | AID 463254 | Potency, µM (doses to about 38.3 µM), without a hit: at the top dose activity change, negative = inhibition, actives largely listed as inhibitors | USP2 core, Ub-CHOP2 coupled fluorogenic reporter, 485/531 | O75604 | 0.01% of 330,000 active;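 also: potency is read from the fitted curve at half-maximal effect; plate controls were DMSO wells for no effect and full inhibition by NEM control for full effect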
# Target sequence (O75604 whole entry, looked up): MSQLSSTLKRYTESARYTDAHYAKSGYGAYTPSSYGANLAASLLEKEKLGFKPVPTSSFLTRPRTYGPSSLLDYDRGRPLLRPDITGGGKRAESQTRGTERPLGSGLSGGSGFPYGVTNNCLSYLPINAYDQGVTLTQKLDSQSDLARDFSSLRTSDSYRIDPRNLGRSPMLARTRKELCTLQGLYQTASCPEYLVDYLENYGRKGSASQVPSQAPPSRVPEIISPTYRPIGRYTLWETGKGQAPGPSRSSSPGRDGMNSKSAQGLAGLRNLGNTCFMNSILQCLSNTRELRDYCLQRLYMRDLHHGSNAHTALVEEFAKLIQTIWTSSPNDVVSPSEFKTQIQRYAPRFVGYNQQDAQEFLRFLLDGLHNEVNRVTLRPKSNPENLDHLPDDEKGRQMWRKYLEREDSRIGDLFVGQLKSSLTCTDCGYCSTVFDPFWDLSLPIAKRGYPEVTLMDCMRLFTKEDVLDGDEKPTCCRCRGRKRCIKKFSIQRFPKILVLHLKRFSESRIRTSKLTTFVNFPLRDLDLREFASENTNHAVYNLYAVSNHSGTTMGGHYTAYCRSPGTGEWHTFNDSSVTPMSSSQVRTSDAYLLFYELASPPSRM
#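 USP2 core (10nM final) preincubated 30min RT with compound in 20mM Tris-HCl pH 8.0, 2mM CaCl2, 2mM beta-mercaptoethanol, 0.05% CHAPS; 25nM Ub-CHOP2 plus 25nM reporter substrate added, fluorescence (Ex485/Em531) read after 60min.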
# B2AR arrestin: beta2AR (human) beta-arrestin recruitment activity. beta-arrestin recruitment to beta2AR, cell-based reporter. Potency, µM (top dose mostly 46.1 µM), without a hit: top-dose activation, actives largely listed as activators. 0.02% of 330,000 active. AID 492947;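 also: potency is read from the fitted curve at half-maximal effect; 0% = DMSO controls and full agonism = EC100 isoproterenol or metaproterenol; nearly all actives have a fitted effect of over 65% in size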
# Target sequence (P07550 whole entry, looked up): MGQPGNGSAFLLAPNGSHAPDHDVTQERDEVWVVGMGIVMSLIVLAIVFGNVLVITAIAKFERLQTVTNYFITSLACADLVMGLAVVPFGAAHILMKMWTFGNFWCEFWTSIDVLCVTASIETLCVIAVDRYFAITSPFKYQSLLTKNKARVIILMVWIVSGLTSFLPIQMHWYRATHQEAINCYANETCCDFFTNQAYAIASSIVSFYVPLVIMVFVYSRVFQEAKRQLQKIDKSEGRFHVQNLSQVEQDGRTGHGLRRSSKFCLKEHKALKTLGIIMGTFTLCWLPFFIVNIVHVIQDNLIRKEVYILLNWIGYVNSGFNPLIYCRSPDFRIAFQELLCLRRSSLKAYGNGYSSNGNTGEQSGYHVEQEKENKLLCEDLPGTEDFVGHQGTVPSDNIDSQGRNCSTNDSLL
# TSHR antagonist: antagonists of human thyroid stimulating hormone receptor. TSHR-expressing cells, TSH-stimulated cAMP HTRF, 2 h; active compounds read low. activity change, negative = inhibition, % at 11.5 µM. 0.2% of 330,000 active. AID 504810;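 active = activity change below a set negative limit, meaning inhibition stronger than a set level, cut at about -70% in these data; inconclusive = activity change between two set negative limits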; also: % is scaled to controls: 0 for no effect and ±100 for the full control effect
#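 Inhibition of cAMP made by TSHR-expressing cells under TSH stimulation (4nM final, EC80; 2 h, 37 deg C) is quantified with a one-step lysis HTRF kit, anti-cAMP cryptate versus cAMP-d2.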
# The depositor's hits bear a star; ? = inconclusive; · = no result given; [ ] = another dose, or the depositor's remark. Unless noted, calls follow the shape of the dose curve; as a rule, active = well fitted curve in the direction sought with a large enough effect; inconclusive = small, poorly fitted or top-dose-only effect, or another doubt; inactive = no such curve, though single readings can be large; an effect the other way counts as inactive or inconclusive.
SMILES,Eya2 inh,Tb PFK block,uPA surface inh,Mito fusion act,TCR activator,TSG101-PTAP inh,ELG1 repair inh,Chronic BCR inh,USP2a inh,B2AR arrestin,TSHR antagonist
CC(=O)N(C)C1(c2nnnn2CCOC(=O)Nc2ccc(Cl)cc2)CCCCC1,-21%,?,6%,-7%,4%,-9%,-5%,?,3%,0.2%,3
CC1CCCCN1C(=O)CN1CCC(c2nc3ccc(Cl)cc3[nH]2)CC1 (stereo unspecified),-2%,0%,-22%,-3%,7%,1%,?,3%,2%,0.1%,7
CCSc1nnc(NC(=O)NC(C)(C(F)(F)F)C(F)(F)F)s1,-6%,-11%,1%,?,2%[46.1 µM],1%,?,?,0%,-0.3%,-17
CSc1ccccc1NC(=O)CN(C)Cc1ccc(Br)cc1,-1%,1%,-8%,18%,2%[46.1 µM],0%,4%,?,-1%,-0.3%,-11
CCN(CCCNC(=O)C1CCN(S(=O)(=O)CC)CC1)c1ccccc1,1%,1%,4%,5%,-8%,-4%,-7%,4%,2%,-0.4%,-3
Cc1cc(C)cc(NC(=O)CSc2ccccc2)c1,9%,5%,-9%,13%,-4%,-5%,1%,?,10%,-1.3%,8
COc1ccc(S(=O)(=O)Nc2ccc(F)cc2F)cc1C(=O)N1CCOCC1,-8%,-1%,1%,-1%,1%,-1%,-2%,15%,4%,0.7%,-6
CN(C)S(=O)(=O)c1cccc(NC(=O)COC(=O)COc2ccc(Br)cc2)c1,-2%,-3%,1%,0%,1%,-6%,?,-3%,6%,-0.2%,-1
COc1ccc(NC(=O)CC2C(=O)N(C)C(=S)N2Cc2cccs2)cc1 (stereo unspecified),4%,0%,-7%,1%,-1%[46.1 µM],-5%,-4%,-3%,2%,-1.0%,-5
CCC(C)NC(=O)c1cn(-c2cccc(OC)c2)c(=O)c2ccccc12 (stereo unspecified),14%,-7%,-6%,-8%,-7%,-3%,6%,1%,1%,3.1%,1
CCCc1nc2c(c(=O)c3ccccc3n2C)c(=O)n1C1CCCCCC1,-15%,-3%,2%,?,8%[46.1 µM],-2%,?,-17%,0%,-0.4%,-7
COc1ccc(Nc2nc(-c3sc(C)nc3C)cs2)cc1,8%,-2%,?,-1%,·,-2%,-17%,?,2%,-1.0%,-16
Cc1c(NC(=O)C(C)OC(=O)c2nc(Cl)ccc2Cl)c(=O)n(-c2ccccc2)n1C (stereo unspecified),-1%,1%,8%,-4%,8%,-2%,4%,8%,-2%,-1.2%,-1
NS(=O)(=O)c1ccc(NC(=S)Nc2nn(Cc3ccc(Cl)cc3Cl)cc2Cl)cc1,2%,-3%,2%,-1%,-2%[46.1 µM],-3%,?,-16%,-1%,-0.2%,-7
O=C(Nc1ccc(F)cc1)N(CCCN1CCOCC1)Cc1cc2cc3c(cc2[nH]c1=O)OCO3,3%,3%,-1%,1%,-6%[46.1 µM],0%,-9%,-11%,1%,0.1%,-5
O=C(NC1C2CC3CC(C2)CC1C3)C1CCCCC1 (stereo unspecified),-9%,-1%,-3%,2%,·,1%,-1%,1%,1%,-0.1%,11
CCOc1ccccc1N1CCN(C(=O)c2c(CC)noc2C)CC1,-18%,-6%,-13%,-2%,5%,0%,1%,0%,1%,-0.3%,0
COc1ccc(NC(=S)Nc2cccc(C)n2)cc1,2%,0%,7%,-5%,-2%,-1%,0%,?,0%,?,3
CN(C)CCN(C(=O)/C=C/c1cccs1)c1nc2c(F)cc(F)cc2s1,-13%,-13%,-5%,15%,2%[46.1 µM],10%,?,?,6%,0.3%,2
CC(C)(C)C(=O)Nc1ccc(NC(=O)C(C)(C)C)cc1,4%,0%,-1%,-6%,10%,-1%,?,-2%,-1%,0.3%,21
COC(=O)c1nc2cc3c(cc2c(C)c1C(=O)OC)OCO3,-12%,0%,2%,0%,-9%,-5%,-3%,-2%,-1%,0.6%,16
O=c1nc2scc(-c3ccccc3)n2c2ccccc12,2%,0%,5%,5%,1%,-4%,12%,3%,-1%,-0.2%,-8
O=C1c2ccccc2C(Nc2ccc(S(=O)(=O)N3CCCCC3)cc2)N1c1ccccn1 (stereo unspecified),-8%,2%,-2%,0%,0%[46.1 µM],-7%,?,1%,3%,0.4%,-19
CN1C(=S)N(c2cccnc2)C(=O)/C1=C\c1ccc(N(C)C)cc1,-7%,0%,5%,5%,·,1%,-16%,?,3%,-0.2%,-4
COc1ccc2c(c1OC)C(=O)OC2Nc1nc(-c2ccccc2)cs1 (stereo unspecified),9%,-3%,-7%,3%,3%,-4%,9.2µM*,?,1%,-0.4%,-11

# Next section, overlapping the part above by 2 compounds.
SMILES,Eya2 inh,Tb PFK block,uPA surface inh,Mito fusion act,TCR activator,TSG101-PTAP inh,ELG1 repair inh,Chronic BCR inh,USP2a inh,B2AR arrestin,TSHR antagonist
CN1C(=S)N(c2cccnc2)C(=O)/C1=C\c1ccc(N(C)C)cc1,-7%,0%,5%,5%,·,1%,-16%,?,3%,-0.2%,-4
COc1ccc2c(c1OC)C(=O)OC2Nc1nc(-c2ccccc2)cs1 (stereo unspecified),9%,-3%,-7%,3%,3%,-4%,9.2µM*,?,1%,-0.4%,-11
C/C(=N/NC(=O)c1ccoc1C)c1cccc(NC(=O)C(F)(F)F)c1,-2%,-5%,-4%,-1%,-1%[46.1 µM],-2%,?,?,0%,-0.5%,30
COc1ccc(CN2C(=S)NC(C)(C)CC2(C)O)cc1 (stereo unspecified),-2%,-4%,0%,-6%,-8%[46.1 µM],0%,12%,2%,-2%,-1.6%,6
COc1ccc(NS(=O)(=O)c2cccc(C(=O)NNC(=O)c3ccccc3O)c2)cc1,-25%,1%,-7%,11%,-1%,-6%,16%,?,1%,0.3%,-18
CCOC(=O)C1=C(N)OC2=C(C(=O)CC(C)(C)C2)C1c1ccccc1OCC#N (stereo unspecified),-19%,2%,4%,-3%,1%,0%,-3%,?,-1%,-0.3%,-12
Cc1cc(Cl)ccc1OCC(=O)NCc1ccncc1,5%,2%,-5%,4%,4%,-4%,?,?,4%,-0.4%,8
Cn1c(NNC(=O)c2c(F)cccc2F)cc(=O)n(C)c1=O,14%,-1%,2%,-5%,2%,-2%,12%,?,-1%,-0.5%,23
Cc1cc(C)c(C(=O)C2OC(=O)C(C)(C)C(=O)C2(C)C)c(C)c1 (stereo unspecified),8%,-2%,-4%,-1%,3%,-1%,6%,?,-5%,0.2%,1
Cc1c(CC(=O)NCCCCCC(=O)O)c(=O)oc2cc3c(cc12)CCC(C)(C)O3,-23%,0%,-1%,0%,2%,-1%,-7%,-1%,-3%,-0.5%,1

# Reformatted with two lines to a compound: entries from further up
# Screens in order – Eya2 inh, Tb PFK block, uPA surface inh, Mito fusion act, TCR activator, TSG101-PTAP inh, ELG1 repair inh, Chronic BCR inh, USP2a inh, B2AR arrestin, TSHR antagonist
COc1ccc(CN2C(=S)NC(C)(C)CC2(C)O)cc1 (stereo unspecified)
 : -2%, -4%, 0%, -6%, -8%[46.1 µM], 0%, 12%, 2%, -2%, -1.6%, 6
COc1ccc(NS(=O)(=O)c2cccc(C(=O)NNC(=O)c3ccccc3O)c2)cc1
 : -25%, 1%, -7%, 11%, -1%, -6%, 16%, ?, 1%, 0.3%, -18
CCOC(=O)C1=C(N)OC2=C(C(=O)CC(C)(C)C2)C1c1ccccc1OCC#N (stereo unspecified)
 : -19%, 2%, 4%, -3%, 1%, 0%, -3%, ?, -1%, -0.3%, -12
Cc1cc(Cl)ccc1OCC(=O)NCc1ccncc1
 : 5%, 2%, -5%, 4%, 4%, -4%, ?, ?, 4%, -0.4%, 8
Cn1c(NNC(=O)c2c(F)cccc2F)cc(=O)n(C)c1=O
 : 14%, -1%, 2%, -5%, 2%, -2%, 12%, ?, -1%, -0.5%, 23
Cc1cc(C)c(C(=O)C2OC(=O)C(C)(C)C(=O)C2(C)C)c(C)c1 (stereo unspecified)
 : 8%, -2%, -4%, -1%, 3%, -1%, 6%, ?, -5%, 0.2%, 1
Cc1c(CC(=O)NCCCCCC(=O)O)c(=O)oc2cc3c(cc12)CCC(C)(C)O3
 : -23%, 0%, -1%, 0%, 2%, -1%, -7%, -1%, -3%, -0.5%, 1
